HCMV inh: inhibitors of human cytomegalovirus; HFF cells, HCMV-luciferase reporter, 72 h; stronger effect = lower value; activity change, negative = inhibition, % at 57.5 µM; hit rate 4.5% among 410,000; AID 1259415; in the data active = activity change below about -60%; inconclusive = no clear call, values can overlap the other calls; inactive = above about -39%
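Compounds were evaluated in HFFs infected with an HCMV luciferase reporter virus (MOI 1 PFU/cell). Luciferase in lysates collected 72 h post infection served as the replication measure.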
AmpC inh detg: inhibitors of E. coli AmpC beta-lactamase with detergent; hit rate 0.041% among 370,000; Potency, µM (top dose mostly 114 µM), without a hit: top-dose activity change, negative = inhibition, most hits filed as inhibitors; AmpC hydrolysis of nitrocefin, absorbance 480 nm, 0.01% Triton;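 note: potency is the fitted concentration of half-maximal effect; 0% = no-compound wells and -100% = no-enzyme wells; nearly all actives have a fitted effect of over 25% in size; some results filed as inactive show a strong effect at the top dose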
Target sequence (P00811 whole entry, looked up): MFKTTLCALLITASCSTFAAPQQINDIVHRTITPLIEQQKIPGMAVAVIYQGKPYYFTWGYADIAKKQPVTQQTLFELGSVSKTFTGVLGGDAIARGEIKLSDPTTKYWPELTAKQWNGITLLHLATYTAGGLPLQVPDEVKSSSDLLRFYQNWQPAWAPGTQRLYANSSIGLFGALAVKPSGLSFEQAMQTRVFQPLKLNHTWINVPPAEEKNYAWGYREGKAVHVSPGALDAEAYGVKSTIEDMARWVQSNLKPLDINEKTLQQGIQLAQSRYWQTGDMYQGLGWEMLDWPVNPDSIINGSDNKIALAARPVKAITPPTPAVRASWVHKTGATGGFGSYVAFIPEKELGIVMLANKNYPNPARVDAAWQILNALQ
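AmpC (5.3 nM in the dispensed reagent) in 20 mM phosphate pH 7.0 with 0.01% (detergent screen) or 0.0001% Triton X-100 was preincubated with compounds for 15 min at room temperature. Nitrocefin was then added from an 800 uM solution, and hydrolysis was followed at 480 nm.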
FBPA Giardia inh: inhibitors of Giardia lamblia fructose-1,6-bisphosphate aldolase | A8B2U2 | purified Giardia FBPA | Potency, µM (top dose mostly 59.6 µM), inactives show at the top dose activity, negative = inhibition, hits mostly inhibitors | hit rate 0.71% among 290,000 | AID 2451; note: potency is the fitted concentration of half-maximal effect; nearly all actives have a fitted effect of over 55% in size
Target sequence (A8B2U2 whole entry, looked up): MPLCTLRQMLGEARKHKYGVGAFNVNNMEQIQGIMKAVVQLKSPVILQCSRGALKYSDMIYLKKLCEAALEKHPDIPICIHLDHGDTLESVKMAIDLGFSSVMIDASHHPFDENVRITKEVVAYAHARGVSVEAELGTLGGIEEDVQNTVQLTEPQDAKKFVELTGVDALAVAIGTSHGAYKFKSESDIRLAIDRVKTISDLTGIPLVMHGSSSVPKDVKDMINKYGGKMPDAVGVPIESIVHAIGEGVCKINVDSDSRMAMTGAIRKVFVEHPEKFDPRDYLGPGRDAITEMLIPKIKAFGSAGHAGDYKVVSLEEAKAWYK
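Giardia FBPA (40 nM reagent) was preincubated 10 min at RT with compound (up to 57.5 uM final), then substrate plus GAPDH/TPI/NAD/arsenate coupling system with diaphorase/resazurin was added; resorufin fluorescence (525/598 nm) was read after 20 min.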
AmpC inh no detg: AmpC beta-lactamase inhibition without detergent. P00811. AID 485341. Potency, µM (doses to about 57.1 µM), for the others: at the top dose activity change, negative = inhibition, most hits filed as inhibitors. hit rate 0.52% among 330,000. AmpC nitrocefin hydrolysis, absorbance 480 nm, 0.0001% Triton;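 note: potency is the fitted concentration of half-maximal effect; plate controls were no compound for no effect and no enzyme for full effect; nearly all actives have a fitted effect of over 20% in size; some results filed as inactive show a strong effect at the top dose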
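AmpC (5.3 nM in the dispensed reagent) in 20 mM phosphate pH 7.0 with 0.01% (detergent screen) or 0.0001% Triton X-100 was preincubated with compounds for 15 min at room temperature. Nitrocefin was then added from an 800 uM solution, and hydrolysis was followed at 480 nm.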
AMA1-RON2 inh: AMA1-RON2 (P. falciparum) interaction inhibition | AlphaScreen AMA1-biotinylated RON2 peptide binding | Potency, µM (series often up to 58.2 µM), for inactives: at the top dose activity change, negative = inhibition, usual class: inhibitors | hit rate 0.2% among 360,000 | AID 720542;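 note: potency is the fitted concentration of half-maximal effect; 0% = vehicle wells and -100% = peptide control; nearly all actives have a fitted effect of over 45% in size; some results filed as inactive show a strong effect at the top dose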
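AMA1 (3D7) with his tag at 25 nM final met compounds first, then biotinylated RON2 peptide at 25 nM; detection used donor plus acceptor beads, 10 µg/mL apiece, read by AlphaScreen after 30 min at room temperature.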
Sm TGR block: blocks Schistosoma mansoni thioredoxin glutathione reductase. purified TGR, DTNB reduction, TNB absorbance 405 nm. Potency, µM (top dose mostly 114 µM), without a hit: at the highest dose activity change, negative = inhibition, actives largely listed as inhibitors. Q962Y6. hit rate 3% among 360,000. AID 485364; note: potency is the fitted concentration of half-maximal effect; nearly all actives have a fitted effect of over 60% in size
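First, TGR (20 nM dispensed) and NADPH were mixed with compound. Second, a 15 min room-temperature incubation followed. Third, further NADPH and then DTNB were added to start the reaction. Finally, TNB absorbance was monitored kinetically.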
An asterisk follows results filed as active; ? = inconclusive; nt = no result given; & = joins results of further samples; [ ] = remark or other dose. Unless noted, calls come from the whole dose curve; as a rule, active = well fitted curve in the direction sought with a large enough effect; inconclusive = small, poorly fitted or top-dose-only effect, or another doubt; inactive = no such curve, though single readings can be large; an effect the other way counts as inactive or inconclusive. Unless noted, % is set by controls: 0 for no effect and ±100 for the full control effect.

SMILES	HCMV inh	AmpC inh detg	FBPA Giardia inh	AmpC inh no detg	AMA1-RON2 inh	Sm TGR block
O=S(=O)(c1ccccc1)N1CCN(S(=O)(=O)N2CCCCCC2)CC1	-33	6%	2%	-6%	3%	0%
O=C(CSC1=NS(=O)(=O)c2cc(Cl)ccc2N1)Nc1cccc(F)c1	-8	0%	nt	-34%	11%	-10%
NC(=O)CSc1nnc(-c2cccnc2)n1Cc1ccccc1	77	-3%	0%	-15%	-6%	-1%
CN(C)S(=O)(=O)c1ccc(C(=O)OC2CCOC2=O)cc1 (stereo not drawn)	5	-2%	7%	8%	9%	-1%
O=C(CN(c1ccc(F)cc1)S(=O)(=O)c1ccccc1)NCCSC1CCCCC1	-29	?	-2%	17%	-2%	-4%
COc1cccc(CC(CC(=O)O)C(=O)Nc2cc(C)ccc2C)c1 (stereo not drawn)	-3	5%	8%	-8%	-2%	?
CC(=O)c1cccc(NC(=O)c2ccc3c(c2)C(=O)N(Cc2cccnc2)C3=O)c1	25	0%	nt	-10%	-2%	-23%
N#Cc1ccccc1S(=O)(=O)N1CCN(C(=O)CN2CCCC2c2cccs2)CC1 (stereo not drawn)	-7	6%	nt	92%[activator]	-11%	-33%
CCc1c(C)c2c(C)nn(-c3ccccc3)c2oc1=O	-7	-2%	-6%	-14%	-7%	6%
CSc1sc(C)cc1/C=N/O	?	1%	-5%	-6%	-1%[11.6 µM]	7%
CCCCN(Cc1ccccc1)C(=O)c1cnc2n(c1=O)CCS2	-3	-15%	4%	-2%	-12%	-23%
COc1ccc(CNCC(C)NCc2ccc(OC)c(OC)c2)cc1OC (stereo not drawn)	6	-1%	2%	-14%	42%[activator]	2%
CN(C)S(=O)(=O)c1cccc(-c2csc(=Nc3ccccc3)n2CCCN2CCOCC2)c1	-12	7%	0%	174%[activator]	?	0%
Cc1ccc(NC(=O)COC(=O)C2CC2)cc1S(=O)(=O)N1CCOCC1	-4	nt	nt	-11%	0%	nt
COc1cccc(-c2cc(-c3cccnc3)nc(N)c2C#N)c1	4	-4%	3%	-6%	-2%	6%
O=C(c1sc2cccc(Cl)c2c1Cl)N1CCN(CCc2ccccn2)CC1	-5	0%	nt	214%[activator]	-10%	-19%
Cc1cc(C)c(NC(=O)CO/N=C2\CCCc3nonc32)c(C)c1	?	?	4%	-25%	-13%	-7%
CC(=O)c1ccc(OCc2ccc(Oc3c(Cl)cccc3[N+](=O)[O-])cc2)cc1	2	-17%	1%	-22%	1%	-8%
CCCCCCCNC(=O)C1(CC2CC(c3cccc(Br)c3)=NO2)CCN(C(=O)CCCCCBr)CC1 (stereo not drawn)	74	-13%	nt	198%[activator]	-5%	?
CCN(C(=O)COC(=O)c1cnc(C)cn1)C1CCCCC1	-17	5%	1%	-9%	0%	1%
Cc1ccc2[nH]c(=O)c(CN(Cc3cccnc3)Cc3nnnn3CC3CCCO3)cc2c1 (stereo not drawn)	7	3%	3%	5%	1%	3%
O=C(CSc1n[nH]c(=O)[nH]c1=O)c1ccc(Cl)cc1Cl	-2	-3%	1%	-24%	4%	-10%
CNS(=O)(=O)c1ccc(N=Cc2c(C)[nH]n(-c3ccc(C)cc3C)c2=O)cc1	4	-10%	-1%	-15%	13%	0%
O=Cc1ccc2ccc3cccnc3c2n1	16	-4%	11%	-7%	-80%	-18%
O=C(Nc1ccc(SC(F)F)cc1)c1ccc2c(=O)n3c(nc2c1)CCC3	-70*	-15%	nt	-22%	0%	0%

5 consecutive entries already listed, quoted:
SMILES	HCMV inh	AmpC inh detg	FBPA Giardia inh	AmpC inh no detg	AMA1-RON2 inh	Sm TGR block
O=S(=O)(c1ccccc1)N1CCN(S(=O)(=O)N2CCCCCC2)CC1	-33	6%	2%	-6%	3%	0%
O=C(CSC1=NS(=O)(=O)c2cc(Cl)ccc2N1)Nc1cccc(F)c1	-8	0%	nt	-34%	11%	-10%
NC(=O)CSc1nnc(-c2cccnc2)n1Cc1ccccc1	77	-3%	0%	-15%	-6%	-1%
CN(C)S(=O)(=O)c1ccc(C(=O)OC2CCOC2=O)cc1 (stereo not drawn)	5	-2%	7%	8%	9%	-1%
O=C(CN(c1ccc(F)cc1)S(=O)(=O)c1ccccc1)NCCSC1CCCCC1	-29	?	-2%	17%	-2%	-4%

(next part)
SMILES	HCMV inh	AmpC inh detg	FBPA Giardia inh	AmpC inh no detg	AMA1-RON2 inh	Sm TGR block
COc1ccc(Cn2c(C(=O)O)c(CNCc3ccc(C)o3)c3ccc(C)cc32)cc1	-38	1%	nt	nt	nt	-1%
CN(Cc1ccccn1)C(=O)C1CCC(=O)N(CCc2ccc(Cl)cc2)C1 (stereo not drawn)	0	7%	nt	5%	-3%	-1%
O=S(=O)(Nc1ccc(S(=O)(=O)Nc2cccc3ccccc23)cc1)c1ccccc1	-13	?	10%	-30%	0%	4%
Cc1ccc(Sc2ccc(N3CCCC(C(=O)Nc4ccc(Cl)cc4)C3)nn2)cc1 (stereo not drawn)	-23	19%	nt	nt	nt	13%
O=C(Nc1cccc(C(=O)O)c1)/C(=C\c1ccccc1)NC(=O)c1ccccc1	?	-4%	21%	-11%	14%	-5%
CC1CCN(C(=O)Cn2cc(SCc3ccccc3)c3ccccc32)CC1	30	-1%	nt	nt	nt	-1%
CC1CCN(C(=O)c2cc(-c3cccc(Cl)c3)on2)CC1	25	25%	nt	nt	nt	0%
O=C(CCC1CCCN(Cc2ccc3c(c2)OCCO3)C1)NCc1ccc(F)c(F)c1 (stereo not drawn)	-9	-7%	2%	0%	3%	-1%
CCc1ccccc1NC(=O)C1CCCN(S(=O)(=O)c2ccc3c(c2)CC(C)N3C(C)=O)C1 (stereo not drawn)	-39	0%	-16%	117%[activator]	2%	19%
CCc1ccc(NC(=O)Cn2ncc3c(C)n(Cc4cccc(Cl)c4)c(C)c3c2=O)cc1	-1	1%	nt	nt	nt	1%
CC(C)c1oc(=O)cc2c1[C@@H](O)[C@H]1OC(=O)[C@@]3(C)CC[C@@H](O)[C@@]2(C)C13 (stereo partly drawn)	-97*	-2%	3%	-8%	6%	3%
CCOc1cc(/C=N/Nc2nc(-c3cccs3)c(NC(C)=O)s2)ccc1O	-32	-3%	-26%	-46%	13%	?
Cc1ccc2c(cnn2C(=O)CCCC(=O)NCc2ccc(Cl)cc2)c1	44	-8%	-5%	-20%	0%	-27%
O=C(Cc1cccc2ccccc12)Nc1nnc(-c2cccc([N+](=O)[O-])c2)s1	-16	?	5%	-42%	9%	-9%
O=C(Cn1nnc2ccccc2c1=O)Nc1cccc(S(=O)(=O)N2CCOCC2)c1	nt	-10%	-3%	-46%	-4%	1%
C/C(N)=C(/C#N)C(=O)CSc1cc(Cl)ccc1Cl	5	-2%	8%	-19%	0%	-2%
CCCCOc1ccc(C2C(C(=O)c3ccc(C)o3)=C(O)C(=O)N2CC2CCCO2)cc1 (stereo not drawn)	-18	-4%	8%	-11%	7%	-11%
O=C(O)c1cc([N+](=O)[O-])ccc1NCc1ccccc1	-15	?	2%	2%[2.29 µM]	?	-8%
COc1cccc(OC)c1CNC(=O)C1CCC(=O)N(CC2CCCCC2)C1 (stereo not drawn)	7	-11%	8%	78%[activator]	-7%	-11%
CCOc1ccc(-n2c(N)c(C(=O)NCc3cccnc3)sc2=S)cc1	-17	5%	-1%	15%	1%	-18%
CCc1ccc(NC(=O)N(CCN2CCOCC2)Cc2ccc3c(c2)CCCN3CC)cc1	0	1%	?	182%[activator]	?	-4%
OCCC1CN(Cc2nc3ccc(F)cc3[nH]2)CCN1C1CCCC1 (stereo not drawn)	-19	6%	-8%	-10%	109%[activator]	-3%
CCCOc1ccccc1C1CC(=O)NC(C)=C1C(=O)OCC(C)C (stereo not drawn)	-37	-3%	2%	-2%	1%	6%
CC(=O)c1ccc(S(=O)(=O)NCC(=O)N2CCN(C/C=C/c3ccccc3)CC2)cc1	-11	-18%	nt	144%[activator]	28%[11.6 µM]	7.9µM*
CC1CCC(NCC(=O)Nc2cccc(S(N)(=O)=O)c2)CC1 (stereo not drawn)	-26	4%	?	-11%	-4%	46%[activator]
Next entries
SMILES	HCMV inh	AmpC inh detg	FBPA Giardia inh	AmpC inh no detg	AMA1-RON2 inh	Sm TGR block
CC(=O)c1cc(C#N)c(SCCC(C)C)nc1C	51	2%	1%	10%	8%	13%
O=C(CCC(=O)Nc1ccccc1Cl)N/N=C1\CCCc2ccccc21	-23	?	0%	-13%	16%	2%
Cc1ccc(NC(=O)CCCN2C(=S)NC(C)(C)CC2C)cc1 (stereo not drawn)	?	6%	-11%	-16%	-14%	4%
CN(C)c1c(N)c(=O)oc2ccccc12	101	-7%	-1%	-5%	35%[activator]	-34%
Cc1ccc(C)c(C(=O)CC2(O)C(=O)N(C)c3ccccc32)c1 (stereo not drawn)	-24	-2%	-1%	1%	-26%	3%
Cc1ccc(C(=O)Nc2ccsc2C(=O)O)cc1	158	2%	0%	-16%	-1%	26%
CCCCCN(C(=O)NC(=O)NCCCC)S(C)(=O)=O	18	-12%	1%	-17%	9%	-7%[11.4 µM]
O=C(CCl)N(c1ccccc1)c1ccccc1	-98*	2%	-2%	-12%	-16%	1.3µM*
CC(=O)Nc1ccc(S(=O)(=O)N(C)CC(=O)OCC(=O)N(CC(C)C)C2CCS(=O)(=O)C2)cc1 (stereo not drawn)	-13	1%	nt	-14%	-3%	-1%
CN1CCN(C2=Nc3ccccc3Oc3ccc(Cl)cc32)CC1	-22	-11%&-7%	-7%	110%&24%[activator]	-17%	-9%&-9%
CCn1cc(C(=O)O)c(=O)c2cc(F)c(N3CCN(C(=S)NC(=O)c4ccccc4Cl)CC3)cc21	-9	1%	-30%	-1%	16%	9%
CC(C)CC1NC(C(=O)O)Cc2c1[nH]c1ccccc21 (stereo not drawn)	24	-6%	-15%	-12%	4%	-32%
Cc1cc(-c2ccccc2C(=O)NCc2ccccc2)on1	-3	-7%	5%	-5%	33%[activator]	9%
COc1cc(-c2ccno2)ccc1S(=O)(=O)N1CCN(c2ccccc2F)CC1	-16	-4%	nt	nt	nt	-1%
CCCNC(=O)c1c(Cl)cnn1-c1ccc(C)cc1	131	8%	-1%	-19%	-10%	7%
COc1ccccc1OCC(=O)N/N=C/c1c(O)ccc2ccccc12	-109*	4%	nt	-38%	nt	-2%
COc1ccc(C2N(c3ccc(Cl)cc3)N=C(C(C)=O)N(C)N2C(C)=O)cc1 (stereo not drawn)	-4	5%	-5%	31%	-25%	-16%
O=C(O)CCCCCNC(=O)c1ccc(C(=O)NCCCCCC(=O)O)cc1	-28	0%	0%	-6%	-4%	0%
Cc1ccc(NC(=O)Cc2nnc(SCC(=O)NC3CCCC3)n2C)cc1C	?	-6%	nt	13%	2%	11%
O=C(CSc1nnc(CNC(=O)c2cccc(C(F)(F)F)c2)o1)NCC1CCCO1 (stereo not drawn)	78	5%	nt	6%	17%	-21%
OCc1c[nH]c(=S)n1CCOc1cccc(C(F)(F)F)c1	-39	1%	-8%	-12%	60%[activator]	-25%

Screening results deposited in PubChem by National Center for Advancing Translational Sciences (NCATS).

Compounds were not picked by outcome; any-hit rate near 7.8%.
